Source: PubChem
Alkaline phosphatase = human TNAP enzyme inhibitors, biochemical, luminescent (AID 518) | purified TNAP enzyme, luminescent substrate readout; higher % means a stronger effect | Alkaline phosphatase, tissue-nonspecific isozyme (Homo sapiens) | inhibition, % at 20 µM, or IC50 in µM where a hit was titrated | 0.09% of 64,000 active; in the data active means a potency from the dose series; inactive means the rest, 99 in 100 with inhibition below about 22%;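 further: plate controls were vehicle for no effect and reference inhibitor for full effect; many of its hits are not listed in these tables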
HT1080 viability = cytotoxicity in HT1080 fibrosarcoma cells, cell-based, fluorescence readout (AID 620). HT1080 viability, fluorescence; higher % means a stronger effect. 0.42% of 87,000 active. cytotoxicity, % at 10 µM; hits with a dose series show EC50 in µM;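 further: cells exposed to compound overnight then 4 h with Alamar Blue; 0% = vehicle DMSO and 100% = killing control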
Spn MK inh = S. pneumoniae MK inhibitors, primary screen, biochemical, PK/LDH-coupled NADH absorbance | purified MK, PK/LDH-coupled NADH absorbance 340 nm | inhibition, % at 10 µM | 0.48% of 65,000 active;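 active means ranked among the strongest by inhibition in the single 10 µM screen, a fixed top-ranked set picked for dose follow-up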; further: no value below 0 was filed
Spn PMK inh = S. pneumoniae PMK inhibitors, primary screen, biochemical, mevalonate pathway, pilot trial included | purified PMK, PK/LDH-coupled NADH absorbance 340 nm | inhibition, % at 10 µM | 0.49% of 65,000 active | AID 539, 2006;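 active means top-ranked compounds by inhibition in the single 10 µM screen, taking a fixed number of the strongest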;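 further: 0% = full reaction with DMSO carrier and 100% = background rate without enzyme reaction; no value below 0 was filed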
KRASV12 cytotoxicity = cytotoxicity in KRAS-transformed pancreatic duct cells, primary screen, cell-based, fluorescence, HTS (AID 431). HPDE-C7K KRASV12 cells, Alamar Blue viability, 48 h; higher % means a stronger effect. one-dose cytotoxicity, % at 10 µM; EC50 in µM for titrated hits. 1.7% of 63,000 active;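 active means compounds whose percent cytotoxicity in the single-dose primary screen, scaled between solvent and toxic-drug controls, exceeds 50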;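 further: 0% = DMSO solvent wells and 100% = doxorubicin-treated wells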
LYP inhibition = LYP phosphatase inhibitors, primary screen, biochemical, DiFMUP fluorescence, recombinant catalytic domain, 10 µM (AID 606); Tyrosine-protein phosphatase non-receptor type 22 (Homo sapiens); recombinant LYP catalytic domain, DiFMUP fluorescence; higher % means a stronger effect; 52,000 tested, under 10 active; inhibition, % at 10 µM; hits with a dose series show IC50 in µM;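 active means IC50 under 40 µM in the dose-response test; inactive means IC50 of 40 µM or more, or never dose-tested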
Spn DPM-DC inh = S. pneumoniae DPM-DC inhibitors, primary screen, biochemical, PK/LDH-coupled NADH fluorescence; calls only at 10 µM; purified DPM-DC; diphosphomevalonate decarboxylase (Streptococcus pneumoniae D39); AID 556, 2006; 0.49% of 65,000 active;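 active means the 320 compounds with the highest percent inhibition in the single-dose primary screen, excluding strongly autofluorescent ones, cut at about 32% in these data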;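 further: kinetic rate of NADH fluorescence loss reporting ADP formed by the decarboxylase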
HPDE-C7 viability = cytotoxicity in HPDE-C7 cells, cell-based, fluorescence, HTS (AID 430); HPDE-C7 pancreatic duct cells viability, fluorescence; higher % means a stronger effect; cytotoxicity, % at 10 µM; hits with a dose series show EC50 in µM; 1.8% of 63,000 active;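 further: cells exposed to compound for 48 hours before viability readout; 0% = vehicle and 100% = reference cytotoxic drug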
Bfl-1 inhibitors = Bfl-1 inhibitors, primary screen, biochemical, fluorescence polarization, FITC-Bid, mouse (AID 432); FITC-Bid BH3 peptide fluorescence polarization displacement; higher % means a stronger effect; one-dose displacement, % at 20 µM; IC50 in µM for titrated hits; 0.02% of 64,000 active; in the data active means a potency from the dose series; inactive means the rest, 99 in 100 with displacement below about 15%; further: strong numbers were not always called active
Spn PMK inh pilot replicates = recorded beside Spn PMK inh, whose call it bears; inhibition, %; measured here: pilot screen replicates
Spn MK inh pilot replicates = recorded beside Spn MK inh, whose call it bears; inhibition, %; measured here: pilot screen replicates
Spn DPM-DC inh pilot screen % = also measured in Spn DPM-DC inh; calls as there; inhibition, %; measured here: pilot screen trials
An asterisk follows results filed as active; i = inactive; . = no result given; + = active, no number. Unless noted, no stated cut-off is given here; in the data, active means cytotoxicity above about 50%; inactive means the rest.

SMILES | Alkaline phosphatase | HT1080 viability | Spn MK inh | Spn PMK inh | KRASV12 cytotoxicity | LYP inhibition | Spn DPM-DC inh | HPDE-C7 viability | Bfl-1 inhibitors | others
Cc1cc(Nc2cccc(C)c2C)n2nc(C)nc2n1 | 37% | -7% | 5 | 15 | 9% | 12% | i | 9% | -6%
Cc1csc(SCc2ccccc2C(=O)O)n1 | 10% | 2% | 6 | 20 | 2% | 10% | i | 4% | -6%
Cn1c(Cn2c(=O)sc3ccccc32)nnc1SCC(=O)N1CCCCCC1 | 10% | 5% | 5 | 6 | 2% | . | i | -11% | 8%
CCn1c2c(c3cc(C(=O)O)ccc31)CCCC2=O | 12% | 3% | 18 | 9 | -19% | 8% | + | -7% | -4%
CN(C(=O)c1cccnc1)c1nc(-c2ccccc2)cs1 | 4% | -19% | 0 | 22 | -18% | . | i | -11% | 1%
Cc1ccc(CSc2nnc(Cn3c(=O)sc4ccccc43)n2C)cc1 | 1% | -4% | 4 | 9 | 8% | 8% | i | 0% | -1%
COc1cc(C)c(C(C)C)cc1S(=O)(=O)n1cnc(C)c1 | 12% | 61%* | 6 | 7 | 4.1µM* | 3% | i | 3.5µM* | 2%
COC(=O)c1ccccc1NC(=O)C1CC=CCC1C(=O)O (configuration not stated) | 18% | -4% | 4 | 3 | -4% | 0% | i | 1% | -1% | Spn PMK inh pilot replicates=6.5;Spn MK inh pilot replicates=3.5;Spn DPM-DC inh pilot screen %=2.0
CCN(CC)c1ccc(NC(=O)C2CC3CCC2C3)cc1 (configuration not stated) | 12% | 2% | 5 | 1 | -7% | -2% | i | -10% | -3%
O=C1CC(c2ccco2)Cc2nc(N3CCc4ccccc4C3)ncc21 (configuration not stated) | 10% | -17% | 2 | 7 | 4% | 11% | i | -3% | 2%
Cc1nn(Cc2ccccc2)c(C)c1NC(=O)c1cc(-c2ccco2)on1 | 10% | 0% | 9 | 9 | -10% | 9% | i | -7% | 1% | Spn PMK inh pilot replicates=6.0;Spn MK inh pilot replicates=4.0;Spn DPM-DC inh pilot screen %=5.5
Cc1ccc(C(C)C)c(OCc2nnc(SCC(=O)Nc3nccs3)n2C)c1 | 2% | 0% | 1 | 0 | -10% | 13% | i | -11% | -15%
Cc1cc(C(=O)N2CCc3ccccc32)c2cc(F)ccc2n1 | 6% | 1% | 8 | 11 | 0% | 13% | i | -4% | -7%
Cc1occc1-c1nnc(SCC(=O)c2ccccc2)n1CC1CCCO1 (configuration not stated) | 21% | -12% | 1 | 8 | -6% | . | i | 1% | -4%
COc1ccc(-c2noc(C3CCCN(S(=O)(=O)c4ccc(C)c(Cl)c4)C3)n2)cc1OC (configuration not stated) | 6% | 2% | 7 | 7 | 4% | . | i | 6% | -1%
CCN1CCN(CC(=O)NC2CCCC2)C(=O)C1=O | 2% | -5% | 1 | 7 | -21% | 12% | i | -22% | -6%
C=CCc1ccc(OCC(O)COCC)c(OC)c1 (configuration not stated) | 5% | -2% | 4 | 4 | -12% | 4% | i | -22% | 4%
CCC(=O)c1ccc(OCc2ccc(C(=O)OC)o2)c(OC)c1 | 10% | -4% | 3 | 5 | 12% | 14% | i | 0% | -8%
CCOc1ccc(C2=Nn3cnnc3SC2)cc1 | 5% | 6% | 5 | 0 | 2% | . | i | -7% | -6%
CC(C)Cc1cc(C(=O)Nc2ccc(F)cc2F)no1 | 11% | -2% | 6 | 5 | -2% | 9% | i | -3% | -9%
c1ccn2c(SCc3ccc4c(c3)OCO4)nnc2c1 | 3% | 9% | 48* | 12 | 0% | 15% | i | -3% | -4%
CCNC(=O)c1nc[nH]c1C(=O)NCC | 5% | -20% | 7 | 14 | -2% | 5% | i | -6% | -2%
COCCOc1nc2ccccc2nc1C | 12% | 2% | 9 | 0 | -2% | . | i | -6% | 12% | Spn PMK inh pilot replicates=1.5;Spn MK inh pilot replicates=0.0;Spn DPM-DC inh pilot screen %=0.0
COc1ccc(C(=O)Cn2c(Br)nc3c2c(=O)n(C)c(=O)n3C)cc1 | 3% | -2% | 6 | 0 | -1% | . | i | -11% | -4%
COc1ccc(CC(=O)Nc2c3c(nn2-c2cccc(C)c2C)CS(=O)C3)cc1 (configuration not stated) | 7% | -1% | 11 | 12 | 1% | -2% | i | -8% | 4%
Cc1onc(-c2ccccc2Cl)c1C(=O)N1CCN(c2nc3ccccc3s2)CC1 | 11% | 4% | 2 | 0 | -3% | 14% | i | 7% | -3%
O=C1OCC(Cn2c3ccccc3c3ccccc32)O1 (configuration not stated) | 9% | 4% | 0 | 0 | -1% | . | i | -8% | 2%
COc1cc2c(=O)n(CCCN3CCOCC3)c(=S)[nH]c2c(OC)c1OC | 11% | -1% | 6 | 6 | 16% | 5% | i | 12% | 7%
Cc1cc(C)n(-c2ccc(C(=O)Oc3ccc4c(c3)OCO4)cc2)n1 | 23% | 2% | 5 | 2 | 12% | -1% | i | 2% | 4% | Spn PMK inh pilot replicates=1.0;Spn MK inh pilot replicates=0.0;Spn DPM-DC inh pilot screen %=0.0
Cc1nn(-c2ccccc2)c(Oc2ccc(F)cc2)c1/C=N/n1cnnc1 | 1% | 2% | 11 | 17 | -5% | -5% | i | 4% | -4%
c1nc(N2CCOCC2)c2sc3nc(N4CCOCC4)c4c(c3c2n1)CCCC4 | . | -13% | 6 | 13 | . | 17% | i | . | .
CC(Sc1nnnn1C)C(=O)Nc1ccc(Oc2ccccc2)cc1 (configuration not stated) | 12% | 16% | 1 | 0 | -4% | -5% | i | 6% | 1% | Spn PMK inh pilot replicates=1.5;Spn MK inh pilot replicates=0.0;Spn DPM-DC inh pilot screen %=3.0
Cc1nc(=O)cc(-c2ccccc2)n1-c1ccccc1 | 0% | -2% | 2 | 8 | -7% | 4% | i | -8% | -6%
Cc1sc2ncnc(OCC(=O)N3CCN(S(=O)(=O)c4ccc(Cl)cc4)CC3)c2c1C | 13% | -1% | 3 | 19 | -20% | 11% | i | -8% | -5% | Spn PMK inh pilot replicates=0.0;Spn MK inh pilot replicates=2.0;Spn DPM-DC inh pilot screen %=1.0
Cc1ccc2nc3c(cc2c1)c(NC(=O)c1cccnc1)nn3C | 6% | 1% | 11 | 0 | 12% | 0% | i | -4% | -5%
O=C(CSc1ncnc2ccccc12)Nc1ccc(N2CCOCC2)cc1 | 6% | -4% | 0 | 21 | 7% | 17% | i | -2% | 1%
CSc1ccccc1NC(=O)CSc1nnnn1-c1ccccc1SC | 2% | -1% | 6 | 12 | 14% | 16% | i | 9% | 1%
O=C(Nc1ccccc1C(=O)NCc1ccco1)c1ccco1 | 8% | 0% | 0 | 12 | 7% | 0% | i | 6% | 0%
CCN1CCN(C(=O)CN(c2ccc(C)cc2)S(C)(=O)=O)CC1 | 10% | . | 11 | 9 | -14% | . | i | 3% | -21%
COc1ccc(C(c2nnnn2Cc2cccs2)N2CCN(c3ccccc3)CC2)cc1OC (configuration not stated) | 1% | 3% | 0 | 10 | -7% | . | i | -5% | -2%
O=C(CCNS(=O)(=O)c1cccc2nsnc12)N1CC(=O)N(CCc2ccccc2)C(=O)C1 | -4% | 0% | 6 | 6 | -7% | . | i | -15% | -4%
O=C(O)CCCC(=O)Nc1ccn(-c2ccccc2)n1 | 1% | 6% | 6 | 3 | 2% | . | i | 3% | -10%
COc1ccccc1-n1c(SC)nc(O)cc1=O | 6% | -11% | 6 | 9 | 6% | 0% | i | 5% | 4%
CC(C)n1nnnc1SCC(=O)N1CCOCC1 | 9% | 10% | 1 | 6 | -3% | 2% | i | -5% | 5%
O=C(CN1CCOCC1)Nc1nc(-c2ccc3c(c2)CCN3S(=O)(=O)c2ccccc2)cs1 | 1% | -3% | 13 | 14 | -4% | . | i | 9% | 7%
Cc1nc2ccc(S(=O)(=O)NCC(=O)N3CCN(c4ccccc4)CC3)cc2s1 | 11% | 0% | 0 | 4 | 6% | -4% | i | 1% | -8%
O=C(O)c1cccc(S(=O)(=O)N2CCSCC2)c1 | 3% | 0% | 0 | 0 | -23% | 4% | i | -31% | -7%
O=C1c2sc3nc4c(c(=O)n3c2C(=O)N1c1ccccc1)CCC4 | 10% | -9% | 9 | 7 | . | 11% | i | . | 4%
OCCNCCCCCOc1ccc(F)cc1 | 5% | 3% | 1 | 9 | 15% | 1% | i | -2% | -3%
CCCC(=O)c1c(NC)cc(C)oc1=O | 12% | -3% | 10 | 6 | . | . | i | . | -3%

Continuation:
SMILES | Alkaline phosphatase | HT1080 viability | Spn MK inh | Spn PMK inh | KRASV12 cytotoxicity | LYP inhibition | Spn DPM-DC inh | HPDE-C7 viability | Bfl-1 inhibitors | others
Cc1ccccc1NC(=O)c1cc(S(=O)(=O)N2CCOCC2)ccc1F | 5% | 4% | 1 | 13 | 3% | -30% | i | 5% | -7%
CS(=O)(=O)N(CC(=O)NCc1cccnc1)Cc1ccc(Cl)cc1 | -1% | 1% | 7 | 12 | -13% | 1% | i | -9% | 4%
Cc1cc(C)c2nc(N3CCC(C(=O)N4CCN(c5ncccn5)CC4)CC3)sc2c1 | -1% | 19% | 0 | 8 | 8% | 13% | i | 6% | -6%
COc1ccc(NC(=O)c2ccc(S(=O)(=O)N3CCOCC3)cc2)c(OC)c1 | 16% | -2% | 16 | 7 | 11% | 6% | i | 4% | -1%
COC(=O)c1cn(C(C)C(=O)NCc2ccco2)c2ccccc12 (configuration not stated) | 6% | -2% | 0 | 18 | 0% | 15% | i | -4% | -7%
O=C(c1cc2c(=O)oc3ccccc3c2s1)N1CCN(c2ccccn2)CC1 | 14% | -14% | 10 | 0 | -2% | . | i | -13% | -13%
O=C(CCCNS(=O)(=O)c1cccs1)N1CCN(c2ccc(F)cc2)CC1 | 9% | -6% | 9 | 0 | -10% | . | i | -12% | -2%

Retrieved by structure from the entries so far, three records:
SMILES | Alkaline phosphatase | HT1080 viability | Spn MK inh | Spn PMK inh | KRASV12 cytotoxicity | LYP inhibition | Spn DPM-DC inh | HPDE-C7 viability | Bfl-1 inhibitors | others
Cn1c(Cn2c(=O)sc3ccccc32)nnc1SCC(=O)N1CCCCCC1 | 10% | 5% | 5 | 6 | 2% | . | i | -11% | 8%
Cc1sc2ncnc(OCC(=O)N3CCN(S(=O)(=O)c4ccc(Cl)cc4)CC3)c2c1C | 13% | -1% | 3 | 19 | -20% | 11% | i | -8% | -5% | Spn PMK inh pilot replicates=0.0;Spn MK inh pilot replicates=2.0;Spn DPM-DC inh pilot screen %=1.0
O=C(c1cc2c(=O)oc3ccccc3c2s1)N1CCN(c2ccccn2)CC1 | 14% | -14% | 10 | 0 | -2% | . | i | -13% | -13%
